# BioA inh = M. tuberculosis BioA enzyme inhibitors, primary screen, biochemical, plate reader, single point, HTS | 7,8-diaminopelargonic acid synthase BioA (Mycobacterium tuberculosis) | purified M. tuberculosis BioA enzyme | inhibition, % at 9.99 µM | 0.096% of 360,000 active | AID 602481, 2012; in the data active means inhibition above about 40%
# * = called active by the depositor. The list is partial; count on the stated rates, not on these rows.
SMILES,BioA inh
C[C@@H]1CN([C@@H](C)CO)C(=O)c2cc(NC(=O)c3ccncc3)ccc2O[C@@H]1CN(C)C(=O)Nc1cccc2ccccc12,1.1
COc1ccc(CN(C)C[C@@H]2OCCCC[C@@H](C)Oc3ccc(NC(=O)Nc4cccc5ccccc45)cc3C(=O)N([C@@H](C)CO)C[C@@H]2C)cc1,-0.3
Cc1noc(C)c1S(=O)(=O)Nc1ccc2c(c1)C(=O)N([C@H](C)CO)C[C@@H](C)[C@H](CN(C)C(=O)Nc1ccc3c(c1)OCO3)O2,0.1
C[C@H](CO)N1C[C@H](C)[C@@H](CN(C)Cc2ccc(Cl)c(Cl)c2)OCCCC[C@H](C)Oc2ccc(NC(=O)Cc3ccccc3)cc2C1=O,-1.4
C[C@H]1CN([C@@H](C)CO)C(=O)Cc2cc(NC(=O)NC3CCCCC3)ccc2O[C@@H]1CN(C)C(=O)Nc1ccc2c(c1)OCO2,0.5
CC(C)NC(=O)N(C)C[C@H]1Oc2ccc(NS(=O)(=O)c3cn(C)cn3)cc2CC(=O)N([C@H](C)CO)C[C@@H]1C,-2.4
CC(C)NC(=O)N[C@H]1C=C[C@H](CC(=O)N2CCCCC2)O[C@@H]1CO,8.0
CCNC(=O)C[C@H]1CC[C@@H]2[C@@H](COc3ccc(NC(=O)NC(C)C)cc3C(=O)N2C)O1,-3.7
O=C(Nc1ccc2c(c1)[C@H]1C[C@@H](CC(=O)N3CCOCC3)O[C@H](CO)[C@H]1O2)C1CCOCC1,-1.1
C[C@@H]1CN([C@H](C)CO)C(=O)c2cc(NC(=O)NC3CCCCC3)ccc2O[C@@H](C)CCCCO[C@@H]1CN(C)S(=O)(=O)c1cn(C)cn1,-0.7
CCCc1cn(CC[C@@H]2CC[C@H](NS(=O)(=O)c3ccccc3Cl)[C@@H](CO)O2)nn1,2.0
CC(C)CC#Cc1ccc2c(c1)O[C@H](CN(C)C(=O)Cc1ccccc1)[C@H](C)CN([C@H](C)CO)S2(=O)=O,-2.1
COc1cccc(CNC(=O)[C@H]2[C@H](CO)[C@H]3Cn4c(cccc4=O)[C@@H]2N3C(=O)C2CCC2)c1,-2.2
C[C@@H]1CN([C@H](C)CO)S(=O)(=O)c2ccc(C#CCC3CCCC3)cc2O[C@@H]1CN(C)C,9.5
CC=Cc1ccc2n(c1=O)C[C@H]1[C@H](CO)[C@@H](C(=O)NCC)N(Cc3ccccc3Cl)[C@@H]21 (mixture of isomers),1.4
C[C@@H]1CN([C@H](C)CO)C(=O)CCCn2cc(nn2)CO[C@H]1CN(C)Cc1ccc(-c2ccccc2)cc1,-0.4
O=C(Nc1ccccc1)Nc1ccc2c(c1)[C@@H]1C[C@@H](CC(=O)N3CCCCC3)O[C@H](CO)[C@@H]1O2,1.8
C[C@H]1CCCCO[C@H](CN(C)C(=O)Cc2ccccc2)[C@@H](C)CN([C@@H](C)CO)C(=O)c2cc(NC(=O)NC3CCCCC3)ccc2O1,-3.0
C[C@@H]1CN([C@@H](C)CO)C(=O)c2cc(NC(=O)Nc3cccc4ccccc34)ccc2O[C@H]1CN(C)S(=O)(=O)c1ccccc1,-0.7
C[C@@H]1CN([C@@H](C)CO)C(=O)c2cccc(NC(=O)Nc3ccc(F)cc3)c2O[C@H]1CN(C)Cc1ccncc1,1.0
CN1CCN(C(=O)C[C@H]2CC[C@H]3[C@@H](COc4ccc(NC(=O)c5ccc(F)c(F)c5)cc4C(=O)N3C)O2)CC1,1.6
O=C(NC1CCC1)[C@H]1[C@H](CO)[C@H]2Cn3c(ccc(C4=CCCC4)c3=O)[C@@H]1N2CC1CC1,-1.8
CN1C(=O)c2cc(NS(=O)(=O)c3cccc(F)c3)ccc2OC[C@@H]2O[C@H](CC(=O)O)CC[C@H]21,-0.2
C[C@H]1CCCCO[C@@H](CN(C)Cc2ccccc2)[C@@H](C)CN([C@@H](C)CO)C(=O)c2cc(NC(=O)Nc3cccc4ccccc34)ccc2O1,-1.3
CCCN1C[C@H](C)[C@@H](OC)CN(C)C(=O)c2cc(NC(=O)c3ccccc3)ccc2OC[C@H]1C,1.0
O=C(C[C@@H]1C[C@@H]2c3cc(NC(=O)Nc4ccc(C(F)(F)F)cc4)ccc3O[C@@H]2[C@H](CO)O1)NCC1CC1,-1.6
COc1ccc(CN2C[C@H](O)COC[C@@H]3O[C@H](CC(=O)NCCN4CCCC4)CC[C@H]32)cc1,-0.9
C[C@@H]1CN([C@@H](C)CO)C(=O)c2cccc(NS(=O)(=O)c3ccc(F)cc3)c2O[C@H]1CN(C)Cc1ccc(Cl)c(Cl)c1,-1.6
CCCC#Cc1ccc2c(c1)O[C@H](CN(C)C(C)=O)[C@@H](C)CN([C@@H](C)CO)S2(=O)=O,-1.7
O=S(=O)(Cc1ccccc1)N1CCCCN2[C@H](C1)[C@H](c1ccc(-c3ccccc3)cc1)[C@@H]2CO,-6.4
CCCC(=O)Nc1ccc2c(c1)C(=O)N(C)C[C@H](OC)[C@H](C)CN(CCC(F)(F)F)[C@@H](C)CO2,-0.8
C[C@@H]1CCCCO[C@@H](CN(C)S(=O)(=O)c2cn(C)cn2)[C@@H](C)CN([C@@H](C)CO)C(=O)c2cc(NC(=O)Nc3ccc4c(c3)OCO4)ccc2O1,29
COCC#Cc1ccc2c(c1)O[C@H](CN(C)Cc1cccnc1)[C@@H](C)CN([C@@H](C)CO)S2(=O)=O,12
CCCNC(=O)C[C@@H]1CC[C@H]2[C@@H](COC[C@H](O)CN2C(=O)c2cccnc2)O1,-3.1
CC(C)NC(=O)Nc1cccc2c1O[C@H](CN(C)C(=O)Nc1cccc3ccccc13)[C@@H](C)CN([C@H](C)CO)C2=O,-2.2
COc1ccc(CN2[C@@H](CO)[C@@H]3c4ccccc4N(C(=O)NC(C)C)C[C@@H]32)cc1,-6.0
C[C@H](CO)N1C[C@H](C)[C@H](CN(C)CC2CC2)Oc2ccc(NS(=O)(=O)c3cccs3)cc2C1=O,-0.8
COc1cccc(CNC(=O)C[C@@H]2CC[C@@H](NC(=O)C3CCOCC3)[C@H](CO)O2)c1,-1.2
COc1ccc(S(=O)(=O)Nc2ccc3c(c2)C(=O)N([C@@H](C)CO)C[C@@H](C)[C@H](CN(C)C(=O)NC(C)C)O3)cc1,0.9
CC(C)NC(=O)N[C@H]1CC[C@H](CCNC(=O)C2CCOCC2)O[C@@H]1CO,2.5
Cc1ccc(S(=O)(=O)N(C)C[C@H]2Oc3ccc(NC(=O)Nc4ccc(F)cc4)cc3CC(=O)N([C@@H](C)CO)C[C@H]2C)cc1,-2.3
COc1cccc(CN2[C@@H]3CN(C(=O)c4cccnc4)c4ccccc4[C@@H]3[C@@H]2CO)c1,-2.5
CCCC#Cc1cnc2c(c1)C(=O)N([C@H](C)CO)C[C@H](C)[C@@H](CN(C)C(=O)C1CC1)O2,-0.9
O=C(c1ccc(F)cc1)N1CCCCN2[C@H](CO)[C@H](c3ccc(-c4ccccc4)cc3)[C@@H]2C1,-1.6
CCC(=O)N(C)C[C@H]1Oc2cc(-c3ccc(OC)cc3)ccc2S(=O)(=O)N([C@H](C)CO)C[C@H]1C,2.7
C[C@@H]1CCCCO[C@H](CN(C)Cc2ccc3c(c2)OCO3)[C@@H](C)CN([C@H](C)CO)C(=O)c2cc(NS(=O)(=O)c3ccc(F)cc3)ccc2O1,-0.7
C[C@@H]1CN([C@@H](C)CO)C(=O)c2cc(NC(=O)c3ccncc3)ccc2O[C@@H]1CN(C)Cc1ccc(C(F)(F)F)cc1,0.6
C[C@@H]1CCCCO[C@@H](CN(C)Cc2ccncc2)[C@H](C)CN([C@H](C)CO)C(=O)c2cc(NC(=O)Nc3ccc(F)cc3)ccc2O1,2.9
O=C(C[C@@H]1C[C@@H]2c3cc(NC(=O)C4CCC4)ccc3O[C@@H]2[C@@H](CO)O1)NCc1cccc(F)c1,1.7
O=C(C[C@@H]1CC[C@@H]2[C@H](COC[C@H](O)CN2S(=O)(=O)c2cccc(Cl)c2)O1)Nc1ccc(-c2ccccc2)cc1,-2.7

# Part of the list above in order of heavy-atom count, falling.
SMILES,BioA inh
C[C@@H]1CCCCO[C@H](CN(C)Cc2ccc3c(c2)OCO3)[C@@H](C)CN([C@H](C)CO)C(=O)c2cc(NS(=O)(=O)c3ccc(F)cc3)ccc2O1,-0.7
C[C@@H]1CCCCO[C@@H](CN(C)Cc2ccncc2)[C@H](C)CN([C@H](C)CO)C(=O)c2cc(NC(=O)Nc3ccc(F)cc3)ccc2O1,2.9
Cc1ccc(S(=O)(=O)N(C)C[C@H]2Oc3ccc(NC(=O)Nc4ccc(F)cc4)cc3CC(=O)N([C@@H](C)CO)C[C@H]2C)cc1,-2.3
C[C@@H]1CN([C@@H](C)CO)C(=O)c2cc(NC(=O)c3ccncc3)ccc2O[C@@H]1CN(C)Cc1ccc(C(F)(F)F)cc1,0.6
COc1ccc(S(=O)(=O)Nc2ccc3c(c2)C(=O)N([C@@H](C)CO)C[C@@H](C)[C@H](CN(C)C(=O)NC(C)C)O3)cc1,0.9
CCC(=O)N(C)C[C@H]1Oc2cc(-c3ccc(OC)cc3)ccc2S(=O)(=O)N([C@H](C)CO)C[C@H]1C,2.7
O=C(c1ccc(F)cc1)N1CCCCN2[C@H](CO)[C@H](c3ccc(-c4ccccc4)cc3)[C@@H]2C1,-1.6
CCCC#Cc1cnc2c(c1)C(=O)N([C@H](C)CO)C[C@H](C)[C@@H](CN(C)C(=O)C1CC1)O2,-0.9
COc1cccc(CNC(=O)C[C@@H]2CC[C@@H](NC(=O)C3CCOCC3)[C@H](CO)O2)c1,-1.2
COc1ccc(CN2[C@@H](CO)[C@@H]3c4ccccc4N(C(=O)NC(C)C)C[C@@H]32)cc1,-6.0
CC(C)NC(=O)N[C@H]1CC[C@H](CCNC(=O)C2CCOCC2)O[C@@H]1CO,2.5

# Additional compounds:
SMILES,BioA inh
O=C(N[C@H]1CC[C@@H](CCNC(=O)c2ccccc2F)O[C@@H]1CO)c1cnccn1,1.6
CCCNC(=O)[C@H]1[C@H](CO)[C@H]2Cn3c(ccc(-c4cncnc4)c3=O)[C@H]2N1C(=O)c1ccccc1F,-1.6
CN1C(=O)c2cc(NC(=O)c3cnccn3)ccc2OC[C@@H]2O[C@H](CC(=O)O)CC[C@@H]21,0.2
CCCNC(=O)C[C@H]1CC[C@@H]2[C@H](COc3ccc(NC(=O)c4ccccc4)cc3C(=O)N2C)O1,3.9
CCCNC(=O)N1C[C@@H](O)COC[C@@H]2O[C@@H](CC(=O)N3CCCCC3)CC[C@H]21,-1.9
C[C@H](CO)N1C[C@H](C)[C@@H](CN(C)Cc2ccc3c(c2)OCO3)Oc2c(NC(=O)Nc3ccc(C(F)(F)F)cc3)cccc2C1=O,-1.8
C[C@@H]1CN([C@@H](C)CO)C(=O)c2cc(NS(=O)(=O)c3cn(C)cn3)ccc2O[C@@H](C)CCCCO[C@@H]1CN(C)C(=O)CCCN(C)C,-2.2
C[C@@H]1CN([C@@H](C)CO)C(=O)c2cc(NS(C)(=O)=O)ccc2O[C@@H](C)CCCCO[C@H]1CN(C)CC1CC1,-2.5
CC(C)C(=O)Nc1ccc2c(c1)C(=O)N(C)[C@H]1CC[C@@H](CC(=O)NCCCN(C)C)O[C@H]1CO2,2.8
COCC#Cc1ccc2c(c1)O[C@@H](CN(C)Cc1cccnc1)[C@@H](C)CN([C@H](C)CO)S2(=O)=O,0.3
COc1ccccc1CN(C)C[C@H]1OCc2cnnn2CCCC(=O)N([C@@H](C)CO)C[C@H]1C,-1.9
CO[C@H]1CN(C)C(=O)c2cc(NC(=O)c3ccccc3F)ccc2OC[C@H](C)N(C(=O)c2ccccc2F)C[C@@H]1C,2.5
C[C@@H]1CCCCO[C@H](CN(C)C(=O)c2ccncc2)[C@H](C)CN([C@H](C)CO)C(=O)c2cc(NC(=O)CCC(F)(F)F)ccc2O1,-1.8
O=C(C[C@H]1C=C[C@@H](NC(=O)c2ccc3c(c2)OCO3)[C@H](CO)O1)NC1Cc2ccccc2C1,6.2
CCCC#Cc1cnc2c(c1)C(=O)N([C@H](C)CO)C[C@@H](C)[C@@H](CN(C)C(=O)Cc1cccnc1)O2,-1.7
CC(C)C#Cc1ccc([C@H]2[C@H](CO)N3CCCCN(S(=O)(=O)Cc4ccccc4)C[C@@H]23)cc1,-0.3
CCCN1C[C@H](C)[C@H](OC)CN(C)C(=O)c2ccc(NS(=O)(=O)c3cn(C)cn3)cc2OC[C@H]1C,-4.4
CCC(=O)N(C)C[C@@H]1Oc2cc(C#Cc3cccnc3)ccc2S(=O)(=O)N([C@@H](C)CO)C[C@H]1C,6.9
C[C@@H]1CN([C@H](C)CO)C(=O)c2cccc(NC(=O)Nc3ccc4c(c3)OCO4)c2O[C@@H]1CN(C)Cc1ccc(Oc2ccccc2)cc1,-3.3
COc1ccc(NC(=O)N(C)C[C@@H]2Oc3c(NC(=O)c4cc(C)nn4C)cccc3C(=O)N([C@@H](C)CO)C[C@@H]2C)cc1,0.7
CNC[C@@H]1Oc2c(NC(=O)Nc3ccccc3)cccc2C(=O)N([C@H](C)CO)C[C@H]1C,5.2
Cc1noc(C)c1S(=O)(=O)Nc1ccc2c(c1)C(=O)N([C@H](C)CO)C[C@H](C)[C@@H](CN(C)S(=O)(=O)c1cccs1)OCCCC[C@H](C)O2,-4.5
COc1cccc(S(=O)(=O)N[C@H]2CC[C@H](CCn3cc(-c4ccccn4)nn3)O[C@@H]2CO)c1,0.0
CCC(=O)Nc1ccc2c(c1)OC[C@H](C)N(Cc1ccccc1OC)C[C@H](C)[C@H](OC)CN(C)C2=O,-3.1
C[C@@H]1CN([C@@H](C)CO)C(=O)Cc2cc(N(C)C)ccc2O[C@@H]1CN(C)Cc1ccc(-c2ccccc2)cc1,1.0
C[C@@H]1CN([C@@H](C)CO)C(=O)c2cccc(NC(=O)c3nc4ccccc4s3)c2O[C@@H]1CN(C)C(=O)Nc1ccc2c(c1)OCO2,1.4
CCC(=O)N(C)C[C@@H]1Oc2cc(-c3ccncc3)ccc2S(=O)(=O)N([C@@H](C)CO)C[C@@H]1C,0.7
C[C@H](O)C#Cc1cnc2c(c1)C(=O)N([C@@H](C)CO)C[C@H](C)[C@H](CN(C)Cc1cccc(F)c1)O2,0.6
C[C@H]1CN([C@@H](C)CO)C(=O)Cc2cc(NC(=O)Cn3cnnn3)ccc2O[C@H]1CN(C)Cc1ccc2c(c1)OCO2,6.1

# High-throughput results from PubChem.
